Assay outcomes from PubChem BioAssay.
APEX1 inh = blocks human APE1 abasic DNA cleavage. P27695. recombinant APE1, TAMRA/BHQ-2 abasic DNA cleavage fluorescence. Potency, µM (top dose mostly 65.8 µM), inactives show at the top dose activity change, negative = inhibition, actives largely listed as inhibitors. actives 0.35% (n = 350,000);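 also: plate controls were vehicle for no effect and reference inhibitor for full effect; nearly all actives have a fitted effect of over 55% in size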
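Measures dequenching upon AP-site incision of a 5'-TAMRA/3'-BHQ-2 THF-containing duplex, 50 nM; human APE1 0.75 nM after 15 min room-temperature exposure to compound; kinetic three-point read at one-minute spacing.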
BLM inh = Bloom syndrome helicase (human) inhibition; P54132; recombinant BLM DNA unwinding, fluorescence dequenching; Potency, µM (doses to about 56.1 µM), without a hit: at the top dose activity change, negative = inhibition, actives largely listed as inhibitors; actives 0.2% (n = 350,000);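 also: plate controls were vehicle for no effect and no enzyme for full effect; nearly all actives have a fitted effect of over 35% in size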
Target sequence (P54132 whole entry, looked up): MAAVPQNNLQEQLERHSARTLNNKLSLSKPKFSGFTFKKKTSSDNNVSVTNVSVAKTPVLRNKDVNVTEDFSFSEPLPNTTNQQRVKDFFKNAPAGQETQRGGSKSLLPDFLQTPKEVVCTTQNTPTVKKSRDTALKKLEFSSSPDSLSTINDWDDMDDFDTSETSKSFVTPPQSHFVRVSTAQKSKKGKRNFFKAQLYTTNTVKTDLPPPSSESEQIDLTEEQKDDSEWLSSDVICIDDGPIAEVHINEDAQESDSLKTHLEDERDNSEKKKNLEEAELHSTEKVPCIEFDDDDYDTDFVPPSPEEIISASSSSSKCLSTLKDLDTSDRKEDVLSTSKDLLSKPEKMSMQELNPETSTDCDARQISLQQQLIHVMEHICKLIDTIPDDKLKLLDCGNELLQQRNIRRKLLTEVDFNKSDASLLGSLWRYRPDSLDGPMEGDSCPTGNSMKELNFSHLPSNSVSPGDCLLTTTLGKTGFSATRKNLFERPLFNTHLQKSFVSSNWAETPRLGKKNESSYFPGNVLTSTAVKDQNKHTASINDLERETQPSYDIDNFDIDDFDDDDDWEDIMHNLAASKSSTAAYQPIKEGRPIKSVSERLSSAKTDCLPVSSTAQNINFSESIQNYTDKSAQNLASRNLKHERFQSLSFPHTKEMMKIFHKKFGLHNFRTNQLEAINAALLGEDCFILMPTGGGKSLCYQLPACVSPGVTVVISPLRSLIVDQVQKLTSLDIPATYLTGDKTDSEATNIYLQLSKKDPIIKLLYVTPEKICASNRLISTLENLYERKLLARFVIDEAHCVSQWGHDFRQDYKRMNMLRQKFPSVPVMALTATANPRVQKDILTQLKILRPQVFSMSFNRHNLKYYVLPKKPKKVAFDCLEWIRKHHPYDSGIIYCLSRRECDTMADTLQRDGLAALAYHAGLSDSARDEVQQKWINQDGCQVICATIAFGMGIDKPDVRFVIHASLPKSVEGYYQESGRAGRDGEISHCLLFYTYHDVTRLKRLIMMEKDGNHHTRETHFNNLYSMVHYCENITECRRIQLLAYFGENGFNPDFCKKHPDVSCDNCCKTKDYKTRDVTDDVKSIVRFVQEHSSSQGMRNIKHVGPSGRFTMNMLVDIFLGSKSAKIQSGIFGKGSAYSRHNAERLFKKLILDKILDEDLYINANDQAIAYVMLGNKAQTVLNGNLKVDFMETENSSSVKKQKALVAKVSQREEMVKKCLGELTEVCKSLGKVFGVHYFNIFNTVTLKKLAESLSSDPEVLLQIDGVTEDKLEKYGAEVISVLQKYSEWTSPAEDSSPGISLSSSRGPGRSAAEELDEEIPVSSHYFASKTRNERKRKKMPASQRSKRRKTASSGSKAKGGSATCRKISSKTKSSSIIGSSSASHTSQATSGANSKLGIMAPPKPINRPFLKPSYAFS
POLH inh = DNA polymerase eta (human) inhibition. Q9Y253. recombinant Pol eta, fluorescent DNA replication assay. Potency, µM (highest dose often 114 µM), without a hit: at the top dose activity change, negative = inhibition, usual class: inhibitors. actives 1.2% (n = 390,000). AID 588591; also: % is scaled to controls: 0 for no effect and ±100 for the full control effect
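Pol eta (10 nM) was preincubated with compounds for 15 min at room temperature, after which fluorescent replication substrate (50 nM final) was added to start the reaction. Fluorescence was read kinetically at 0 and 10 min.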
JMJD2A Tudor inh = JMJD2A Tudor domain (human) inhibition; O75164; AlphaScreen JMJD2A-Tudor / H3K4me3 peptide binding; Potency, µM (titrated, usually from 114 µM), inactives show top-dose activity change, negative = inhibition, most hits filed as inhibitors; actives 4.4% (n = 390,000); AID 504339; also: % is scaled to controls: 0 for no effect and ±100 for the full control effect; nearly all actives have a fitted effect of over 50% in size
Pol kappa inh = inhibitors of human DNA polymerase kappa | purified Pol kappa, fluorescent DNA synthesis assay, 10 min | Potency, µM (doses to about 107 µM), for the others: top-dose activity, negative = inhibition, hits mostly inhibitors | actives 0.53% (n = 400,000) | AID 588579; also: % is scaled to controls: 0 for no effect and ±100 for the full control effect
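10 nM Pol kappa was preincubated with compounds for 15 min at room temperature. Reaction started with 50 nM (final) substrate. Fluorescence read kinetically at 0 and 10 min.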
BAZ2B block = inhibitors of human BAZ2B bromodomain | Q9UIF8 | AlphaScreen BAZ2B-H3K14Ac peptide displacement | Potency, µM (top dose mostly 114 µM), inactives show at the top dose activity change, negative = inhibition, usual class: inhibitors | actives 4.4% (n = 360,000); also: % is scaled to controls: 0 for no effect and ±100 for the full control effect; nearly all actives have a fitted effect of over 60% in size
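Inhibition is scored as reduced AlphaScreen emission. The BAZ2B/b-H3(5-23)K14Ac complex (50 nM each) in PBS pH 7.4, 0.01% Tween-20 meets compound (up to 110 uM) for 30 min at RT before bead addition.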
Pol iota inh = DNA polymerase iota (human) inhibition; Q9UNA4; Pol iota fluorescent replication assay, 10 min; Potency, µM (doses to about 115 µM), for the others: top-dose activity, negative = inhibition, most hits filed as inhibitors; actives 1% (n = 390,000); AID 588590
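Pol iota at 10 nM preincubated 15 min with compounds at room temperature; reaction started with fluorescent substrate, 50 nM final. Fluorescence read kinetically at 0 and 10 min; buffer-only wells as negative control.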
Pol beta inh = DNA polymerase beta (human) inhibition | Potency, µM (doses to about 114 µM), for the others: at the top dose activity change, negative = inhibition, usual class: inhibitors | P06746 | Pol beta primer extension/strand displacement, fluorescence kinetic | actives 1.3% (n = 340,000); also: % is scaled to controls: 0 for no effect and ±100 for the full control effect
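Pol beta (10 nM) and compounds were preincubated 15 min at room temperature, then 50 nM substrate (final) started primer extension/strand displacement. Reads were taken at 0 and 10 min; concentration-response data were fitted to a four-parameter Hill equation.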
G9a inh = blocks human histone lysine methyltransferase G9a; Q96KQ7; actives 8.8% (n = 350,000); AID 504332; Potency, µM (titrated, usually from 102 µM), without a hit: at the top dose activity, negative = inhibition, usual class: inhibitors; G9a H3K9 monomethylation, AlphaScreen, 2 h; also: % is scaled to controls: 0 for no effect and ±100 for the full control effect; nearly all actives have a fitted effect of over 75% in size
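Using a bead-based AlphaScreen, monomethylated H3K9 product from 2 h room-temperature reactions (G9a 20 nM, peptide 500 nM, SAM 20 uM) was detected with 0.5 ug/mL rabbit anti-H3K9me1 antibody.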
Starred values were filed as active, the others as inactive; ? = inconclusive; / = no result given; [ ] = dose if it differs, or a comment. Calls follow the shape of the dose curve; as a rule, active = well fitted curve in the direction sought with a large enough effect; inconclusive = small, poorly fitted or top-dose-only effect, or another doubt; inactive = no such curve, though single readings can be large; an effect the other way counts as inactive or inconclusive. Potency is read from the fitted curve at half-maximal effect. This is a subset (hit frequency here may not be typical).

SMILES	APEX1 inh	BLM inh	POLH inh	JMJD2A Tudor inh	Pol kappa inh	BAZ2B block	Pol iota inh	Pol beta inh	G9a inh
COc1ccc(-c2noc(N(c3ccc(F)c(Cl)c3)c3nc(-c4ccc(OC)c(OC)c4)no3)n2)cc1OC	/	-7%	-18%	-14%	-20%	-2%	14%	4%	11%[59 µM]
COc1ccc(C(CNC(=O)COc2ccccc2C#N)N2CCOCC2)cc1 (stereo not given)	0%	1%	-11%	12%	-11%	4%	-10%	8%	-5%[59 µM]
Cc1cccn2c(=O)c3cc(C(=O)NCCN4CCOCC4)n(C)c3nc12	-12%	-9%	-20%	6%	-1%	-10%	0%	5%	/
COc1cc2[nH]c3c(=O)n4c(nc3c2cc1OC)SCCC4	-7%	-3%	-24%	-14%	-22%	-6%	29%	-26%	?
O=Nc1c(O)n(Cc2c(Cl)cccc2Cl)c2ccccc12	-2%	-2%	-18%	-28%	-12%	9%	-10%	40%	12%[59 µM]
CCOC(=O)[C@@H]1[C@H]2COc3ccccc3[C@@H]2N2C(=O)N(c3ccc(C)cc3)C(=O)[C@]12C	26%	-4%	-11%	-19%	12%	-27%	-9%	4%	13%
Cn1c(Cc2ccccc2)nnc1SCC(=O)N1CCN(c2ccccc2)CC1	21%	-2%	-8%	0%	0%	13%	25%	3%	-38%[12.7 µM]
CC1CCCCC1NS(=O)(=O)c1ccc(-n2cnnn2)cc1 (stereo not given)	-1%	-1%	?	?	-12%	-3%	1%	1%	-2%
CN1CCN(CCCNC(=O)c2cc3c(=O)n(C)c4ccccc4c3s2)CC1	-7%	112%[activator]	-19%	-18%	15%	-6%	-23%	17%	?
C=CCn1cnc2c(oc3ccccc32)c1=O	26%	-1%	-7%	-2%	-8%	13%	137%[activator]	3%	10%
CCn1c(SCC(=O)Nc2nc(C)c(C)s2)nnc1-c1cccnc1	23%	1%	-3%	-6%	-9%	?	11%	13%	-43%
CCCCCC(=O)NC(=S)Nc1ccc2oc(=O)ccc2c1	12%	-9%	-10%	-14%	-15%	6%	124%[activator]	36%	-9%[59 µM]
[O-][n+]1c2ccccc2c2n1CCCN=C2c1ccc(Cl)cc1	12%	/	-10%	?	-6%	-9%	?	/	1%[2.33 µM]
O=C(Nc1ccc2c(c1)CCC2)Nc1ccccc1F	-10%	-3%	-2%	-7%	-13%	-4%	-5%	0%	9%
CCOc1ccc(CCNC(=O)c2ccc3c(c2)c(C)c(C)n3Cc2ccccc2)cc1OCC	/	-7%	-18%	?	0%	?	20%	1%	-31%[59 µM]
CC(C)CCNC(=O)CCc1nnc2n(CCCOC(C)C)c(=O)c3ccccc3n12	15%	-3%	-18%	11%	-10%	3%	95%[activator]	0%	?
COC(=O)c1ccc2c(c1)sc(=NC(=O)c1ccc(S(=O)(=O)N3CCCCC3)cc1)n2C	/	-2%	-20%	-4%	-1%[60.1 µM]	5%	4%	-8%	-5%[59 µM]
O=C(N/N=C/c1ccc2c(c1)OCO2)c1cc(-c2ccco2)nc2ccccc12	2%	/	?	-24%	?	-10%	3.2µM*	/	-39%
COc1cc(OC)cc(-c2c(C#Cc3ccsc3)c3cc(-c4ccc5c(c4)OCCO5)ccc3n2C)c1	31%	/	-9%	-3%	12%	-1%	0%	/	-2%[0.501 µM]
COc1ccc(CNc2ncccn2)cc1OC	14%	-2%	-9%	-15%	-12%	-27%	-12%	16%	-1%
Cc1noc(C)c1COc1ccccc1C(=O)N1CCN(S(=O)(=O)c2ccccc2Br)CC1	/	/	-9%	-24%	12%	/	7%	/	/
Cc1cccc(NC(=O)c2c(NC(=O)C(F)(F)F)sc3c2CCCCC3)c1	/	?	45µM*	?	-21%	-38%	?	?	?
Cc1ccc(C)c2[nH]c(=O)c(C(c3nnnn3C3CCCC3)N3CCOCC3)cc12 (stereo not given)	-2%	2%	-4%	-18%	-12%	2%	3%	1%	2%[2.33 µM]
Cc1c(C(c2cc3c(cc2Br)OCO3)c2c(C)n(C)n(-c3ccccc3)c2=O)c(=O)n(-c2ccccc2)n1C	1%	1%	-7%	-3%	-4%	10%	-3%	24%	13%[2.33 µM]
CC(Sc1ncnc2c1cnn2-c1ccccc1)C(=O)Nc1ccc(N2CCOCC2)cc1 (stereo not given)	4%	/	1%	-10%	-12%	4%	-6%	/	9%[0.501 µM]
CCOC(=O)C1(Cc2ccccc2C)CCCN(C(=O)c2ccc(CSC)o2)C1 (stereo not given)	1%	-4%	1%	-18%	-10%	?	21%	18%	/
Cc1sc2nc(SCC(=O)NCCOCCO)nc(N)c2c1C	-1%	-8%	-4%	-15%	-2%	-3%	17%	-25%	1%
N#CCCN(C(=O)CSc1ccc2c(c1)OCCO2)c1ccc(F)cc1	-2%	-2%	-6%	3%	-3%	-10%	?	1%	22%
O=S1(=O)CCOC[C@H](c2ccccc2)N1Cc1cccc(Cl)c1	-5%	-2%	-5%	-12%	?	18%	?	18%	33%
CCOC(=O)c1cn(CC)c2cc(Cl)c([N+](=O)[O-])cc2c1=O	3%	4%	-9%	3%	-21%	12%	11%	43%[activator]	-7%[59 µM]

Record cards, from the list above. Order of values: APEX1 inh	BLM inh	POLH inh	JMJD2A Tudor inh	Pol kappa inh	BAZ2B block	Pol iota inh	Pol beta inh	G9a inh
`Cc1sc2nc(SCC(=O)NCCOCCO)nc(N)c2c1C` is listed as -1%	-8%	-4%	-15%	-2%	-3%	17%	-25%	1%
`O=S1(=O)CCOC[C@H](c2ccccc2)N1Cc1cccc(Cl)c1` is listed as -5%	-2%	-5%	-12%	?	18%	?	18%	33%
`N#CCCN(C(=O)CSc1ccc2c(c1)OCCO2)c1ccc(F)cc1` is listed as -2%	-2%	-6%	3%	-3%	-10%	?	1%	22%
`Cc1c(C(c2cc3c(cc2Br)OCO3)c2c(C)n(C)n(-c3ccccc3)c2=O)c(=O)n(-c2ccccc2)n1C` is listed as 1%	1%	-7%	-3%	-4%	10%	-3%	24%	13%[2.33 µM]
`CCOC(=O)C1(Cc2ccccc2C)CCCN(C(=O)c2ccc(CSC)o2)C1` (stereo not given) is listed as 1%	-4%	1%	-18%	-10%	?	21%	18%	/

Following part
SMILES	APEX1 inh	BLM inh	POLH inh	JMJD2A Tudor inh	Pol kappa inh	BAZ2B block	Pol iota inh	Pol beta inh	G9a inh
COc1cccc(NC(=O)CN(C)C(=O)c2ccc(OCC3CCCO3)cc2)c1 (stereo not given)	-3%	/	-10%	-12%	-12%	-4%	4%	/	-1%
O=C(Nc1cccc(-c2nc3ccccc3o2)c1)c1ccc(-c2ccc(Br)cc2)o1	/	-6%	-13%	8%	-6%	1%	7%	?	-33%[59 µM]
COc1cc(OC)c(C2N(C)c3ccccc3N2C)cc1OC	24%	4%	/	/	/	10%	/	-1%	21%[59 µM]
C/C(=N\N=C1/SC(CC(=O)O)C(=O)N1c1ccccc1)c1ccc(C)cc1 (stereo not given)	7%	1%	-7%	-22%	-2%	?	0%	-4%	?
Cn1c(N)c(C(=O)COC(=O)c2ccccc2C(=O)c2ccccc2)c(=O)n(C)c1=O	5%	/	-1%	-19%	-11%	27%	57%[activator]	/	14%[12.7 µM]
Nc1nonc1-n1nnc(C(=O)N/N=C/c2ccc(Br)cc2)c1CN1CCOCC1	10%	-1%	-7%	-23%	17%	-17%	15%	36%	-3%
Cc1ccc(NC(=O)c2cc(C)nc3c2c(C)nn3-c2cccc(Cl)c2C)c(C)c1	/	3%	-6%	-9%	4%	9%[57.1 µM]	24%	18%	1%[59 µM]
Cc1ccc(-n2c(SCC(=O)NCc3ccco3)nnc2-c2cccnc2)cc1	-4%	6%	-13%	-14%[11.4 µM]	-10%	-7%	-1%	-4%	-44%[59 µM]
Cc1cc(OCc2nnc(SC(C)C(=O)O)n2Cc2ccccc2)ccc1Cl (stereo not given)	2%	-4%	-12%	-28%	-16%	-36%	-8%	1%	-6%
O=C(O)Cc1sc(-c2ccccc2)nc1-c1cccs1	12%	1%	-13%	-5%	-2%	/	13%	3%	-43%
COc1ccc(C(=O)/C=C/c2ccc(O)cc2)cc1	0%	-1%	5%	-31%	-18%	-26%	-23%	-1%	-9%[59 µM]
Cn1nc(C(C)(C)C)c([N+](=O)[O-])c1C(=O)NC1CCCCC1	10%	1%	0%	-33%	-11%	-6%	-27%	7%	25%
Clc1ccc2nc(CN3CCCc4ccccc43)cn2c1	-6%	-6%	-16%	50µM*	-8%	50µM*	61%[activator]	9%	?
O=C(c1ccc(Cl)c(Cl)c1)N1CCC(=O)N(C(COCc2cccc(Cl)c2)Cc2ccccc2)CC1 (stereo not given)	-3%	-4%	-17%	-7%	7%	-5%	-3%	?	-22%
O=C(CN1CCCC1)Nc1c2c(cc3c1CCC3)CCC2	1%	0%	-3%	-4%	-16%	4%	-2%	40%	?
O=C1CCN(Cc2ccc(O)cc2)CCN1CCO	1%	-1%	-4%	-20%	-6%	-35%	-14%	76%	/
CCc1nc2c(c(=O)c3ccccc3n2C)c(=O)n1CCc1ccc(OC)cc1	-1%	1%	/	/	/	-2%	/	3%[57.1 µM]	12%
O=C(Oc1ccc2c(c1)OCC2=O)c1ccc(Cl)cc1	-3%	-4%	-14%	-5%	-6%	4%	24%	24%	0%
O=C(NCc1ccccc1)C1CC(=O)N(C2CCCCC2)C1 (stereo not given)	-2%	-2%	-9%	-12%	-6%	-17%	0%	-5%	-6%
Cn1nnc2cc(C(=O)N3CCN(c4ccccn4)CC3)ccc21	15%	-1%	6%	-12%	-7%	4%	3%	5%	18µM*
CCCNC(=O)Cn1cccc1C(=O)c1ccccc1	-1%	0%	-3%	-6%	-8%	-5%	-2%	12%	15%[2.33 µM]
Cc1ccc(OCCn2c(C)nc3ccccc32)cc1	36%	-10%	-17%	-12%	8%	-8%	-17%	-26%	10%
COc1ccccc1N1CCN(C(=O)CSc2nc3ccccc3c(=O)n2CC2CCCO2)CC1 (stereo not given)	-6%	-2%	-5%	-8%	-3%	-36%	-11%	1%	1%[59 µM]
CC(=O)c1c(C)nn(CC(=O)NC2CCCN(Cc3ccc(CC(C)C)cc3)C2)c1C (stereo not given)	-15%	-1%	-13%	-11%	-4%	-13%	44%[activator]	10%	-5%[0.501 µM]
CC1CCC(NC(=O)c2ccc3snnc3c2)CC1 (stereo not given)	25%	0%	-1%	6%	-1%	1%	-28%	2%	24%
